# pCIP destab: p/CIP-EGFP fusion destabilizers, primary screen, fluorescence, F442A cells; 16 h; Q05BA5; decrease of EGFP signal, % at 10 µM; AID 1984, 2009; 290,000 tested, 0.01% active;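 active means EGFP signal decrease of at least 30% at 10 µM or well 3 SD below plate mean, unless failing retest; inactive means the rest, including hits failing retest or dose response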; further: some compounds called inactive have numbers as strong as hits; many of its hits are not listed in these tables
# IDE inh: human IDE inhibitors in live cells, primary screen, fluorescence polarization, HEK cells, FAbetaB substrate; inhibition, % at 5.59 µM; FAbetaB cleavage; Insulin-degrading enzyme (Homo sapiens), P14735; AID 434962, 2010; 320,000 tested, 0.41% active;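 active means percent inhibition above the average of all tested compounds plus 3 SD, set per screening campaign, cut at about 16% in these data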;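 further: IDE supplied by intact live HEK cells; FP after avidin binding of uncleaved biotin substrate so inhibition keeps polarization high; 0% = DMSO wells and 100% = 60 µM reference IDE inhibitor Ii1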
# Target sequence (P14735 whole entry, looked up): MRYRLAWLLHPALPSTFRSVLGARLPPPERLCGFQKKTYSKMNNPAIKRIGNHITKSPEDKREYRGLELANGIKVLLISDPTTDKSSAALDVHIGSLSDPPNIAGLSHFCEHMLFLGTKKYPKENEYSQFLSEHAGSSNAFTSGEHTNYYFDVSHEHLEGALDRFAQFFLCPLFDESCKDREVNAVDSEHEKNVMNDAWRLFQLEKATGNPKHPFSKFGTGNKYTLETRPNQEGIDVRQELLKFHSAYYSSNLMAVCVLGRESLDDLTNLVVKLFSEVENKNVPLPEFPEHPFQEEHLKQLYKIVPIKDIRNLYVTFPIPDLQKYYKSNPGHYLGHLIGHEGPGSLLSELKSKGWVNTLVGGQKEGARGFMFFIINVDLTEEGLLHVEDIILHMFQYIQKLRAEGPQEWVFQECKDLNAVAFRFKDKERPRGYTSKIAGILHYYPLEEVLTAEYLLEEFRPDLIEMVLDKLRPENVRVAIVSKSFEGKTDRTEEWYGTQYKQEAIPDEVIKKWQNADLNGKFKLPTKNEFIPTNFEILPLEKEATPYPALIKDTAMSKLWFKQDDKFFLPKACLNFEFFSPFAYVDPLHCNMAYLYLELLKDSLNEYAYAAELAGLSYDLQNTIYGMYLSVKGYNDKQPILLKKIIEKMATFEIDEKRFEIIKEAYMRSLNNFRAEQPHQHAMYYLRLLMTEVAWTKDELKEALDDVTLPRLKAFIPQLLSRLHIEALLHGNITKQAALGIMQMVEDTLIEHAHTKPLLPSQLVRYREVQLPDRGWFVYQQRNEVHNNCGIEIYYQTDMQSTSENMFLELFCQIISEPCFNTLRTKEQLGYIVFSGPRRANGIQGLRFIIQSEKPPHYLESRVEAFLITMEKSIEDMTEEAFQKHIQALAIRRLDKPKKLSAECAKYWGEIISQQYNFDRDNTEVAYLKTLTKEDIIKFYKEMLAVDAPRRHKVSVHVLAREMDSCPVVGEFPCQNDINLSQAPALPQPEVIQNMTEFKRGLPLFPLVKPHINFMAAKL
# IDE act: human IDE activators in live cells, primary screen, fluorescence polarization, HEK cells, FAbeta-B substrate. Insulin-degrading enzyme (Homo sapiens), P14735. FAbeta-B cleavage; 0% vehicle, 100% cell-free pure enzyme wells. activation, % at 5.96 µM. 340,000 tested, 0.073% active. AID 493087, 2011;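 active means activation above the mean of all tested compounds plus 3 SD, set per screening campaign, cut at about 17% in these data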
# VIM-2 inh: VIM-2 metallo-beta-lactamase inhibitors, primary screen, biochemical, epi-absorbance readout, Pseudomonas aeruginosa enzyme; purified VIM-2, nitrocefin hydrolysis, epi-absorbance fluorescence; 290,000 tested, 0.89% active; AID 1527, 2009; inhibition, % at 5.6 µM;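 active means inhibition above the mean of all tested compounds plus 3 SD, cutoff set per screening run, cut at about 7.5% in these data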;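 further: red hydrolysis product quenches plate fluorescence so inhibitors raise well fluorescence; 0% = enzyme with DMSO and 100% = DMSO without enzyme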
# GalR3 antag: GalR3 antagonists in HEK293 cells, primary screen, cell-based, fluorescence readout | Galanin receptor type 3 (Homo sapiens), O60755 | HEK293 GalR3-CNG cAMP membrane potential fluorescence; galR3 body fused to GalR1 C-terminus | inhibition, % at 3 µM | 360,000 tested, 0.44% active;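 active means inhibition above the screen-wide average plus 3 SD, cut at about 13% in these data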;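 further: forskolin and galanin both at EC90 stimulate the cells; cAMP rise reported by CNG channel membrane potential dye signal; 0% = forskolin plus galanin with DMSO and 100% = forskolin alone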
# NS3 helicase inh: inhibitors of HCV NS3 helicase, primary screen, biochemical, Cy5 molecular beacon fluorescence | NS3 helicase DNA unwinding | AID 1800, 2009 | inhibition, % at 10.9 µM | Hepatitis C virus NS3 helicase | 290,000 tested, 0.56% active;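 active means inhibition above the mean of all tested compounds plus 3 SD, set per campaign, cut at about 35% in these data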;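 further: 0% = DMSO wells and 100% = thioflavine S control wells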
#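 Test system: hepatitis C virus NS3 helicase domain fragment enzyme. Also added: annealed dual-labelled DNA beacon duplex, ATP-started. Timing: 60 min unwinding reaction at 25 °C after ATP addition. Technique: Cy5 fluorescence. Measure: % inhibition of unwinding.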
# SUMO HTRF inh: inhibitors of in vitro SUMOylation cascade, primary screen, biochemical, HTRF, uHTS; inhibition, % at 35 µM; 290,000 tested, 0.36% active; AID 2006, 2009; HTRF SUMOylation assay, SAE1/SAE2 + UBC9; SUMO-conjugating enzyme UBC9 (Homo sapiens), P63279; in the data active means inhibition above about 50%, passing the limit was not always enough; further: strong numbers were not always called active
# CRFBP-R2 block: antagonists of CRF-BP/CRF-R2 complex, primary screen, cell-based, HEK293, calcium dye fluorescence, uHTS. CRF-induced calcium fluorescence. inhibition, % at 11.8 µM. 350,000 tested, 0.59% active;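 active means inhibition of the ligand-induced calcium signal above about 50% at the single tested concentration, limit read from the data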
# IMP-1 inhibitor: IMP-1 metallo-beta-lactamase inhibitors, primary screen, biochemical, epi-absorbance readout, Pseudomonas aeruginosa enzyme; metallo-beta-lactamase IMP-1 (Pseudomonas aeruginosa); purified IMP-1, nitrocefin hydrolysis, epi-absorbance fluorescence; inhibition, % at 5.6 µM; 290,000 tested, 0.45% active;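 active means inhibition above the mean plus 3 SD of all compounds in the same screening run, cut at about 4.5% in these data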;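 further: 0% = IMP-1 with DMSO and 100% = DMSO wells lacking enzyme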
#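 Test system: recombinant IMP-1 enzyme, purified / Medium: HEPES buffer pH 7.1 with ZnSO4 and Brij 35 / Doses: single dose, 5.6 µM / Times: 25 °C, 15 min preincubation, 25 min reaction / Detection: Epi-absorbance via hydrolysed-nitrocefin quenching of white-plate fluorescence, 480/530 nm, EDTA stop / Evaluation: percent inhibition from optical density relative to buffer-blank wells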
# An asterisk follows results filed as active; . = no result given.
structure	pCIP destab	IDE inh	IDE act	VIM-2 inh	GalR3 antag	NS3 helicase inh	SUMO HTRF inh	CRFBP-R2 block	IMP-1 inhibitor
COc1ccc2cc(S(=O)(=O)N3CCCCC3)ccc2c1S(=O)(=O)N1CCCCC1	-4	-2	2	-2.1	-2	-6	6	-7	-7.2
CCCOc1ccccc1C1CC(=O)Nc2cc3c(cc21)OCCO3 (stereo not given)	-4	-3	-3	-3.6	.	0	-15	-21	-1.9
CC1(C)CC(=O)C=C(Nc2ccc(F)c(Cl)c2)C1	1	6	-5	-0.6	-8	15	2	2	-1.1
c1ccc(-c2oc3ncnc(N4CCOCC4)c3c2-c2ccccc2)cc1	2	.	.	-2.3	.	2	14	.	-7.2
CCOC(=O)C1CCN(C(=O)Cn2ncc3c([nH]c4ccccc43)c2=O)CC1	4	3	6	-1.2	-8	-1	6	-20	-0.2
COC(=O)c1c(C(=O)OC)c2cc(C)ccn2c1Cl	-1	-2	0	8.1*	0	-1	0	17	-3.7
Nc1nn2cc(-c3ccc(Br)cc3)nc2c2ccccc12	2	0	2	-0.6	-8	-4	6	0	-1.1
CC1CCCCC1NC(=O)CSc1nnc(CN2CCOCC2)n1C (stereo not given)	-6	3	2	-0.3	-6	0	-7	2	-3.1
COc1ccc2oc(=Nc3ccccc3)c(-c3nc4ccccc4[nH]3)cc2c1	3	-3	4	-2.5	-3	-7	33	-13	-2.3
C/C(=N/Nc1nc(C)cc(C)n1)c1ccc(Br)cc1	-1	5	5	-1.6	-8	4	4	-4	-5.6
COC1CCCN(Cc2c(C(=O)N3CCN(C4CCCCC4)CC3)nc3ccccn23)C1 (stereo not given)	-9	5	2	-2.7	-3	7	16	5	-1.7
CCCN1Cc2cccc(C(=O)Nc3ccc4c(c3)OCCO4)c2C1=O	-6	-2	3	0.6	7	-2	5	17	-3.2
CCOC(=O)N1CCN(CC(O)c2ccc3cc[nH]c3c2)CC1 (stereo not given)	-7	3	-1	-1.6	.	-6	15	-38	-2.0
O=C(COC(=O)c1ccncc1)Nc1cc(Cl)c(Cl)cc1Cl	-13	0	.	-0.1	.	7	22	.	-1.0
COc1cccc(NC(=O)CN(C)C(=O)CC2CC3CCC2C3)c1 (stereo not given)	.	5	4	.	-5	.	.	5	.
O=S(=O)(c1ccc(NC(=S)NC2CCCC2)cc1)N1CCCC1	7	-1	3	-2.7	-4	1	4	-18	-1.6
COc1ccc(NC(=O)CSc2nnc(CCC(=O)O)c(=O)n2N)cc1	-14	-3	4	-3.8	-3	2	4	-3	-4.6
O=C(NCc1ccncc1)c1cc(C(=O)C2CC2)c[nH]1	-4	0	-2	0.9	-5	9	15	28	-1.9
Cc1cc2nc(C)c3c(n2n1)CCC3	-3	-2	8	-0.2	-1	-8	10	-6	-2.1
COCCOC(=O)C1=C(C)N=C2SCCC(=O)N2C1/C=C/c1ccccc1 (stereo not given)	-3	-2	2	-1.9	6	-8	21	0	-0.6

# Reprinted from the part before: three entries, then new ones.
structure	pCIP destab	IDE inh	IDE act	VIM-2 inh	GalR3 antag	NS3 helicase inh	SUMO HTRF inh	CRFBP-R2 block	IMP-1 inhibitor
O=C(NCc1ccncc1)c1cc(C(=O)C2CC2)c[nH]1	-4	0	-2	0.9	-5	9	15	28	-1.9
Cc1cc2nc(C)c3c(n2n1)CCC3	-3	-2	8	-0.2	-1	-8	10	-6	-2.1
COCCOC(=O)C1=C(C)N=C2SCCC(=O)N2C1/C=C/c1ccccc1 (stereo not given)	-3	-2	2	-1.9	6	-8	21	0	-0.6
O=C(CSc1nnc(CNC(=O)c2cccc(C(F)(F)F)c2)o1)NC1CCCC1	-4	10	0	0.4	-3	7	10	-2	0.3
CCOC(=O)/C=C/c1ccccc1S(=O)(=O)NC(C)(C)C	.	0	3	.	-3	.	.	-8	.
COC(=O)N/N=C/c1cn(CCOc2ccccc2)c2ccccc12	-4	-4	4	1.5	-1	-13	-4	1	-0.8
COc1ccc(CCNC(=O)CCS(=O)(=O)c2ccc3c(c2)NC(=O)CS3)cc1OC	1	1	-1	-2.8	-8	-4	-1	-12	-3.7
O=C(N/C(=C/c1ccc([N+](=O)[O-])cc1)C(=O)N1CCOCC1)c1ccco1	-18	7	-2	-3.5	-2	7	19	-32	-3.4
CCOC(=O)c1n[nH]c(=O)c2ccccc12	-9	2	.	1.1	-2	-1	28	-3	1.6
CN(C)S(=O)(=O)c1ccc(NC(=S)NC(=O)Cc2ccccc2)cc1	17	0	5	-2.4	-4	-28	16	-60	-2.4
CC(C)(C)CN1C(N)=NC[C@@H]1Cc1ccc(O)cc1	-7	4	5	.	-5	.	20	5	.
CC(C)C(C)(C#N)NC(=O)CSc1nc2scc(-c3ccccc3)c2c(=O)[nH]1 (stereo not given)	-21	7	9	-1.8	1	6	14	16	-0.6
Cc1nn(CC(=O)N(C)C)c(C)c1S(=O)(=O)N1CCOCC1	.	-1	4	.	6	.	.	3	.

# Continued; the last two above are carried over.
# Every second line gives: pCIP destab, IDE inh, IDE act, VIM-2 inh, GalR3 antag, NS3 helicase inh, SUMO HTRF inh, CRFBP-R2 block, IMP-1 inhibitor
> CC(C)C(C)(C#N)NC(=O)CSc1nc2scc(-c3ccccc3)c2c(=O)[nH]1 (stereo not given)
→ -21, 7, 9, -1.8, 1, 6, 14, 16, -0.6
> Cc1nn(CC(=O)N(C)C)c(C)c1S(=O)(=O)N1CCOCC1
→ ., -1, 4, ., 6, ., ., 3, .
> CCCCC1=CC2=CC(=O)C(C)(OC(=O)CC)C(=O)C2=CN1Cc1ccccc1 (stereo not given)
→ 3, 1, 1, ., 0, ., 0, -4, .
> NC(=O)Cn1nc(C(F)(F)F)c2c1CCCC2
→ -29, 4, 4, -1.4, -3, -5, 13, -6, -3.5
> O=C(CSc1nc2ncc(Br)cc2[nH]1)c1ccc([N+](=O)[O-])cc1
→ 5, 6, 0, -1.9, -1, 14, 21, -12, -4.9
> CCOC(=O)N1CCN(S(=O)(=O)c2cccc3nonc23)CC1
→ -4, 2, 2, -3.5, 0, 3, 0, 4, -0.6
> CC(=O)Nc1ccc(-c2cn3cccnc3n2)cc1
→ -12, -4, 7, 1.4, -6, 10, 55*, 5, 1.1
> CCN(CC)CCCNC(=O)c1cc(-c2ccc(Cl)cc2)on1
→ -13, -1, 1, 1.1, -10, -6, 8, -21, -1.3
> Cn1cccc1CNC1CCCCC1
→ -2, 2, -2, -1.3, -1, 3, 7, -15, -3.2
> COC(=O)c1sccc1OC(C)C(C)=O (stereo not given)
→ -3, 9, 13, 1.5, -4, 5, 22, 4, -2.7
> O=C(N/N=C/c1ccc(Br)s1)c1ccc([N+](=O)[O-])cc1
→ 10, -4, 5, -0.9, -4, 3, 18, 8, -3.3
> O=C(COC(=O)c1cccc(F)c1)NC(=O)NC1CCCC1
→ ., 3, -2, ., 10, ., ., -9, .
> O=C(N/N=C/c1ccc(N2CCOCC2)cc1)c1ccccc1NS(=O)(=O)c1cccs1
→ 1, 0, 1, -3.0, 1, -7, 54, -2, -5.6
> O=c1oc2ccccc2cc1-c1cn2cccnc2n1
→ -8, 0, 1, 1.8, -2, 1, 39, 36, 2.7
> CC1CCCCN1C(=O)C12CCC(C)(C(=O)C1)C2(C)C (stereo not given)
→ -3, -2, 0, -1.2, -4, -6, 16, 3, -0.2
> CN(C(=O)c1coc(=O)c2ccccc12)c1ccc(Br)cc1
→ 2, 3, 1, 1.8, 0, -2, 11, 19, -1.9
> CC(=O)c1c(N)c(C#N)c(C)n1-c1ccc(Br)cc1
→ -6, 0, 5, -2.1, -2, 2, 7, 6, -2.1
> O=C(c1ccc(F)cc1)N1CCC(N2CCCCCC2)CC1
→ -11, 2, 4, -0.5, 1, -3, 9, -5, -1.4
> CCCCn1c(N)c(N(CCOC)C(=O)c2ccc(S(=O)(=O)N3CCCCCC3)cc2)c(=O)[nH]c1=O
→ ., 2, 0, ., 4, ., ., -6, .
> Cc1c(NC(=S)NC(=O)c2cc3ccccc3o2)cccc1C(=O)O
→ -7, 1, 5, -1.2, -2, 5, 10, -6, -3.5
> COc1cccc(CN(C(=O)/C=C/c2ccc(Cl)cc2)C2CCS(=O)(=O)C2)c1 (stereo not given)
→ -3, -2, -3, -1.5, -2, -5, 8, -12, -2.1
> Cc1cccc(OCC(=O)N2CCN(C(=O)Cc3ccccc3)CC2)c1
→ 1, 1, 2, -4.2, -1, 7, -13, 18, -4.1
> OCc1nnn(-c2ccccc2)c1CO
→ -5, ., 5, -0.9, -7, 0, 27, -5, -2.8
> CCC(CC)Nc1ccc(C(CC(N)=O)NC(=O)Cc2cccc3ccccc23)cc1[N+](=O)[O-] (stereo not given)
→ -3, 1, 4, -1.4, -2, 28, 34, -5, 1.2
> Cc1ccc(NC(=S)NCc2ccc(Cl)cc2)c(C)c1
→ 3, 3, 7, 0.1, -2, 11, -2, 8, 0.4
> O=C(CN1C(=O)COc2ccccc21)NCCCN1CCCC1
→ -8, 5, 6, 0.2, -8, 3, ., -5, -2.4
> Cc1ccc(CC(=O)NCCS(=O)c2ccc(Cl)cc2)cc1 (stereo not given)
→ -6, -4, 0, -0.9, -2, -3, 14, -25, -4.0
> CCc1[nH]c(C)c(C(C)=O)c1C
→ -15, 0, 9, -2.3, -1, 12, -8, 5, -4.3
> O=C(Nc1cccc(C(F)(F)F)c1)C1CC(=O)N(CCc2ccccc2)C1 (stereo not given)
→ ., 2, 4, ., -3, ., ., -13, .
> Cc1nc(-c2cccc(NC(=O)c3ccc(Br)o3)c2)cs1
→ -9, ., -2, -2.7, -3, -1, 8, -5, -3.0

# Screening results deposited in PubChem BioAssay by several laboratories.
